Screening data deposited in PubChem BioAssay by National Center for Advancing Translational Sciences (NCATS).
p53 reactivation: qHTS assay for re-activators of p53 using a Luc reporter; H1299 p53-A138V BP100-luciferase reporter, luminescence, 24 h; Potency, µM (titrated, usually from 92.2 µM), for the others: at the top dose activity change, positive = activation, actives largely listed as activators; 320,000 compounds, 0.063% hits; AID 504706, 2011; note: % of control where 0% means no effect; nearly all actives have a fitted effect of over 45% in size
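p53-null H1299 cells stably carrying temperature-sensitive p53-A138V and a BP100-luciferase reporter were pinned with compounds (4-point, 1:5 series) and held 24 hrs at 37 deg C. Luminescence was read 10 min after detection reagent.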
FLuc counter: qHTS profiling assay for firefly luciferase inhibitor/activator using purifed enzyme and Km concentrations of substrates (counterscreen for miR-21 project) | Luciferin 4-monooxygenase (Photinus pyralis), P08659 | purified FLuc, Km substrates, luminescence inhibition | Potency, µM (titrated, usually from 57.5 µM), for inactives: at the highest dose activity change, negative = inhibition, most hits filed as inhibitors | 360,000 compounds, 6.9% hits | AID 588342, 2011;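 note: plate controls were vehicle for no effect and reference inhibitor for full effect; nearly all actives have a fitted effect of over 55% in size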
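Biochemical qHTS of compounds, final roughly 60 µM downward over six points, against 10 nM purified firefly luciferase using Km concentrations of substrates (10 uM D-luciferin, 10 uM ATP) in Tris acetate pH 7.5 buffer; luminescence output.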
MBNL1-CUG inh: qHTS Assay for Inhibitors of MBNL1-poly(CUG) RNA binding | Muscleblind-like protein 1 (Homo sapiens), Q9NR56 | 280,000 compounds, 0.036% hits | TR-FRET MBNL1-His/biotin-(CUG)12 binding, 665/545 ratio | Potency, µM (doses to about 57.5 µM), inactives show top-dose activity change, negative = inhibition, usual class: inhibitors; active = well fitted inhibition curve with a large enough effect in the signal ratio, with a control signal flat, not every such curve was filed as active; inconclusive = small, poorly fitted or top-dose-only effect, or effect the other way, or a change in a side signal; inactive = no such curve, though single readings can be large or run the other way; the % refers to the signal ratio; note: % is set by controls: 0 for no effect and ±100 for the full control effect
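His-tagged MBNL1 binding to biotinylated (CUG)12 RNA was measured by TR-FRET using terbium anti-His antibody (0.055 ng/ul final) and streptavidin-XL665 (5 nM final). Compounds were titrated 92 nM to 58 uM; 60 min at room temperature.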
RORg inh: qHTS for inhibitors of ROR gamma transcriptional activity. Nuclear receptor ROR-gamma (Mus musculus), P51450. Drosophila S2 Gal4-RORgamma UAS-luciferase reporter, 20 h. Potency, µM (top dose mostly 53.6 µM), without a hit: at the highest dose activity change, negative = inhibition, hits mostly inhibitors. 310,000 compounds, 5.4% hits. AID 2551, 2010; note: % is set by controls: 0 for no effect and ±100 for the full control effect; nearly all actives have a fitted effect of over 60% in size
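Luciferase reporter read in Schneider cells carrying Gal4-RORγ (mouse) and UAS-Photinus luciferase; cells given compound 1 h before 700 uM copper sulfate induction, then incubated 20 h at ambient temperature.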
uPA generation: qHTS for Inhibitors of Cell Surface uPA Generation; cell surface uPA generation assay, qHTS; Potency, µM (series often up to 38.3 µM), for the others: at the top dose activity change, negative = inhibition, hits mostly inhibitors; 330,000 compounds, 0.31% hits; active = well fitted inhibition curve with a large enough effect; inconclusive = small, poorly fitted or top-dose-only effect; inactive = no such curve, though single readings can be large or run the other way; tested in mouse RAW 264.7 cells; note: % is set by controls: 0 for no effect and ±100 for the full control effect; nearly all actives have a fitted effect of over 55% in size
Rab9 prom act: qHTS Assay for Rab9 Promoter Activators; Potency, µM (titrated, usually from 9.22 µM), for inactives: at the top dose activation, negative = inhibition, actives largely listed as activators; Huh7 Rab9 promoter-luciferase reporter, luminescence, 24 h; 320,000 compounds, 2.8% hits; note: % of control where 0% means no effect; nearly all actives have a fitted effect of over 60% in size
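Steps: seed 1500 Huh7 Rab9-luc cells per well, rest 2 h at 37 °C; add compound in DMSO; incubate 24 h; add luciferase reagent, 10 min ambient; read luminescence.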
VP16 counter: VP16 counterscreen qHTS for inhibitors of ROR gamma transcriptional activity; Drosophila S2 Gal4-VP16 UAS-luciferase, luminescence, 20 h; Potency, µM (series often up to 53.6 µM), inactives show top-dose activity, negative = inhibition, most hits filed as inhibitors; AID 2546, 2010; 310,000 compounds, 3.5% hits;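 note: Gal4-VP16 expression switched on by copper sulfate through the metallothionein promoter; % is set by controls: 0 for no effect and ±100 for the full control effect; nearly all actives have a fitted effect of over 50% in size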
CXXC DNA block: qHTS Fluorescence Polarization Assay for Inhibitors of MLL CXXC domain - DNA interaction | AID 2662, 2010 | 290,000 compounds, 0.037% hits | MLL-CXXC / FITC-HOXA9 DNA fluorescence polarization | Potency, µM (series often up to 115 µM), for inactives: top-dose activity change, negative = inhibition, usual class: inhibitors; active = well fitted inhibition curve with a large enough effect in the polarisation, with a control signal flat, not every such curve was filed as active; inconclusive = small, poorly fitted or top-dose-only effect, or effect the other way, or a change in a side signal; inactive = no such curve, though single readings can be large or run the other way; the % refers to the polarisation
Target sequence (Q03164 whole entry, looked up, the tested form may be a part): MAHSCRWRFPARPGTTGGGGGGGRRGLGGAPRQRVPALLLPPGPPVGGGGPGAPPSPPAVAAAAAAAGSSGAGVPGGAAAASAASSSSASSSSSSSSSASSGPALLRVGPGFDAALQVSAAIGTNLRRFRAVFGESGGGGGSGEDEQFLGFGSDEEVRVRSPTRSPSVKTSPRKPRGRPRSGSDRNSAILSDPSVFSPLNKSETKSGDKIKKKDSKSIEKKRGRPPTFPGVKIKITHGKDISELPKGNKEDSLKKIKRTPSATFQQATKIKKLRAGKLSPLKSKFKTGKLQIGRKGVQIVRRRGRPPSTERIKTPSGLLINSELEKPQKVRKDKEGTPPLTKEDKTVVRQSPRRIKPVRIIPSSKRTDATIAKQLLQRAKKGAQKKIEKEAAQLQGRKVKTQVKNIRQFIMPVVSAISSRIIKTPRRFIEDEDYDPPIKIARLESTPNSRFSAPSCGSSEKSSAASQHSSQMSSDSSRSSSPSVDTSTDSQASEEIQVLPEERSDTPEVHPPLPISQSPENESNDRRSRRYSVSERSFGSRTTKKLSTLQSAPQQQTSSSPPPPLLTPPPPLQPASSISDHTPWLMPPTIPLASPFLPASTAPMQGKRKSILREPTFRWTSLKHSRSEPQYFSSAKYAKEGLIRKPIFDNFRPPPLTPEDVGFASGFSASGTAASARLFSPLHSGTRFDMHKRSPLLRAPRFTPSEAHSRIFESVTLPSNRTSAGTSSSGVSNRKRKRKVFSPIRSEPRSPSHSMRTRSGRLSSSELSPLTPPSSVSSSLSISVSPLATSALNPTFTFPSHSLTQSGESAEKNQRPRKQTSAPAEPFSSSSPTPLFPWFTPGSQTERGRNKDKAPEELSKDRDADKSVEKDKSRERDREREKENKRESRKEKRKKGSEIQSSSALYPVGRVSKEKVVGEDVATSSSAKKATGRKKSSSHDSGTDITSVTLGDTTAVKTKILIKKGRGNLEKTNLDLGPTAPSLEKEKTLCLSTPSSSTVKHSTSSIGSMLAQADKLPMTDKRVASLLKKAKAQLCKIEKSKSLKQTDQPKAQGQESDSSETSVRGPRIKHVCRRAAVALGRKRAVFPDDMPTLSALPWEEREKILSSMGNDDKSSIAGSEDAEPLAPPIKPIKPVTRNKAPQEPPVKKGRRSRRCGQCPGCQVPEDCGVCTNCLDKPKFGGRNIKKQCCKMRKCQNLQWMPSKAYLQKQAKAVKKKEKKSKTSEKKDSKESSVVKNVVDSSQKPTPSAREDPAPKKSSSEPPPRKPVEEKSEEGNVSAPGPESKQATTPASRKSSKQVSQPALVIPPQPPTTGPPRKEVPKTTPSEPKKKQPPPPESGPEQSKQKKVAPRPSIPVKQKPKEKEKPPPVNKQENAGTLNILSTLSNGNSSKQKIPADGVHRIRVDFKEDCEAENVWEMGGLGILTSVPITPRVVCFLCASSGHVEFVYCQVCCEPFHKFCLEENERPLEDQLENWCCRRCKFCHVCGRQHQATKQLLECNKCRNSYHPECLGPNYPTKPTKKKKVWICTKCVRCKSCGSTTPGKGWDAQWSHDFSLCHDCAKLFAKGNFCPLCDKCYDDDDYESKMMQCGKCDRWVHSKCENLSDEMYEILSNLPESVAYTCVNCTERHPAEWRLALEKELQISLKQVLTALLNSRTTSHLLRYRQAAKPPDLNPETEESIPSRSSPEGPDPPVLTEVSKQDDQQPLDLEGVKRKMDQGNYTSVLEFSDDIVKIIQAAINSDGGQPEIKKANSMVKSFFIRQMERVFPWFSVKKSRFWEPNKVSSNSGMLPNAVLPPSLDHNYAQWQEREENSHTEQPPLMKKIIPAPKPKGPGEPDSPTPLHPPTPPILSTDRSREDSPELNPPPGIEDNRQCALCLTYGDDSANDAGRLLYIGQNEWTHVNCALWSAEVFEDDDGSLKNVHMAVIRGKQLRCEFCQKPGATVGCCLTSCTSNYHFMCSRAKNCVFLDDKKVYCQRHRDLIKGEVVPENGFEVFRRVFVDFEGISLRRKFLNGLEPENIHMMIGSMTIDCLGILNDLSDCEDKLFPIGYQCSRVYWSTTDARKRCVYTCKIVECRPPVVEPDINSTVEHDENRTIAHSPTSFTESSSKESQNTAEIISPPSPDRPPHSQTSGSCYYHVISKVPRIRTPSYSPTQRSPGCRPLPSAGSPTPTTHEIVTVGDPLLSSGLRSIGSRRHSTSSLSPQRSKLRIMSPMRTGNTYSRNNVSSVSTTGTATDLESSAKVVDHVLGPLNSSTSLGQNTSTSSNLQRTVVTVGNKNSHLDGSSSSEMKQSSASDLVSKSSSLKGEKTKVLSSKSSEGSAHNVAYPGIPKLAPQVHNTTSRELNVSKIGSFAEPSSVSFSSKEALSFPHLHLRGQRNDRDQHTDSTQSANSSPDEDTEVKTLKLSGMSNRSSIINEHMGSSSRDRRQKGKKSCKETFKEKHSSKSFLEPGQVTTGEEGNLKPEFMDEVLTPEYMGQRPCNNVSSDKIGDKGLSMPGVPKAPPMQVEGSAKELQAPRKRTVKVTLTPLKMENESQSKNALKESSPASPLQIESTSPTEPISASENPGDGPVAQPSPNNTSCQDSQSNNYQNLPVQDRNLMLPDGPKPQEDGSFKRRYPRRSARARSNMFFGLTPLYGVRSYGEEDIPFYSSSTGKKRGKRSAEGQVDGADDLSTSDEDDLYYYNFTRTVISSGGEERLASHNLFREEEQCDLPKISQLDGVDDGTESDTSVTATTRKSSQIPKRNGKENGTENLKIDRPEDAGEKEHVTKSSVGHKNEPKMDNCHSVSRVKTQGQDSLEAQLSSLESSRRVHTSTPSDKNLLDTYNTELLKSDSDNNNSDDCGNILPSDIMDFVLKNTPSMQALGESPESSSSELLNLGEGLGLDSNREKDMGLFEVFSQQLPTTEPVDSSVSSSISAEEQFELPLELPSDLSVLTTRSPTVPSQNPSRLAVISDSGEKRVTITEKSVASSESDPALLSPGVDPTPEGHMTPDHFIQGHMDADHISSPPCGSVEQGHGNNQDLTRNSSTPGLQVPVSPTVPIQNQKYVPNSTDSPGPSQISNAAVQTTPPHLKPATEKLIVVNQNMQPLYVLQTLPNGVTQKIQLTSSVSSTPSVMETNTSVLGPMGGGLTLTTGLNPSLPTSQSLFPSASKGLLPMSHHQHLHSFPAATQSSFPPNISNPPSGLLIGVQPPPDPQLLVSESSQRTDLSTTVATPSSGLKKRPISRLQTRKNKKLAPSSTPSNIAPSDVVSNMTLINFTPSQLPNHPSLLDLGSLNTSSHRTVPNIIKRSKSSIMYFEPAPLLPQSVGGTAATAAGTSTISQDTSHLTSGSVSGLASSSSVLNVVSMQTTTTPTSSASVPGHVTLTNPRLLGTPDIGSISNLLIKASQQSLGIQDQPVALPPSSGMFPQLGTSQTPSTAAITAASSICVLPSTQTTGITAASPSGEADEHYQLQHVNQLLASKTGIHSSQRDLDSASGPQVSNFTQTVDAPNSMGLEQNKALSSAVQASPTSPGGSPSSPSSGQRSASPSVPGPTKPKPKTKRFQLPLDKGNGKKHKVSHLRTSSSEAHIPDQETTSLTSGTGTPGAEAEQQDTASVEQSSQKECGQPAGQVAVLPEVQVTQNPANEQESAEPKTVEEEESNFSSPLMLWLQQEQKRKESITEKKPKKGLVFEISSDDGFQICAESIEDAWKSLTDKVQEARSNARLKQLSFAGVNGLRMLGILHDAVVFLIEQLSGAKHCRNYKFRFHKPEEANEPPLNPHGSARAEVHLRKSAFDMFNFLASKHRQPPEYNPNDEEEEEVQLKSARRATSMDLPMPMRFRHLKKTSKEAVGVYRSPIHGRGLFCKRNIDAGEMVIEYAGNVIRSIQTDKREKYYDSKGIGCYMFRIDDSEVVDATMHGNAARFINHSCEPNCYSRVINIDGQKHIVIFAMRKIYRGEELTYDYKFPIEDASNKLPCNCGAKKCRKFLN
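Steps: dispense CXXC domain solution (7 uM) → pin compounds or unlabeled HOX-A9 DNA control → 5 min ambient → add FLSN-HOX-A9 solution (50 nM) → spin → 30 min ambient → fluorescence polarization. Tris pH 7.5/NaCl/DTT/BSA buffer.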
BRCA1 expr act: qHTS Assay to Identify Small Molecule Activators of BRCA1 Expression | MCF7-BRCA1-FFLuc reporter, luminescence, 48 h; response scale: scaled: vehicle 0%, 10 µM genistein 100% | Potency, µM (series often up to 46.1 µM), for inactives: top-dose activation, usual class: activators | 380,000 compounds, 1.1% hits | AID 624202, 2012; note: nearly all actives have a fitted effect of over 80% in size; some results filed as inactive show a strong effect at the top dose
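MCF7-BRCA1-FFLuc, 2000 cells/well; 2 h attach, 37 °C/5% CO2; compound 48 h; luciferase substrate 15 min; luminescence end-point. Norm. to genistein 10 microM max activation and DMSO; concentration-response curves fitted.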
NPC1 promoter act: qHTS Assay for NPC1 Promoter Activators. Huh7 NPC1 promoter luciferase reporter, 24 h. 320,000 compounds, 2.4% hits. Potency, µM (titrated, usually from 9.22 µM), without a hit: at the top dose activation, most hits filed as activators;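 note: % of control where 0% means no effect; nearly all actives have a fitted effect of over 60% in size; reporter is driven by a mutant NPC1 promoter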
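Huh7 cells stably carrying NPC1 promoter–luciferase, plated in Opti-MEM with 10% FBS for 2 h, were exposed to compound in DMSO for 24 h at 37 °C; luciferase reagent was added for 10 min and luminescence read.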
ELG1 genotoxic: qHTS screen for small molecules that induce genotoxicity in human embryonic kidney (HEK293T) cells expressing luciferase-tagged ELG1 | Potency, µM (highest dose often 46 µM), without a hit: at the highest dose activity change, positive = activation, usual class: activators | HEK293T ELG1-luciferase reporter, luminescence, 16 h | 330,000 compounds, 1.3% hits; note: % of control where 0% means no effect; nearly all actives have a fitted effect of over 60% in size
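HEK293T cells expressing luciferase-tagged ELG1 were treated with compound or DMSO for 16 hr at 37°C. Luciferase activity was then read after 30 min with ONE-Glo at room temperature; rising signal flags genetic stress.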
* = called active by the depositor; ? = inconclusive; . = no result given; & = joins results of further samples; [ ] = remark or other dose. Unless noted, calls come from the whole dose curve; as a rule, active = well fitted curve in the direction sought with a large enough effect; inconclusive = small, poorly fitted or top-dose-only effect, or another doubt; inactive = no such curve, though single readings can be large; an effect the other way counts as inactive or inconclusive. Potency is the fitted concentration of half-maximal effect.

The first 2 compounds as a preview:
#	SMILES	p53 reactivation	FLuc counter	MBNL1-CUG inh	RORg inh	uPA generation	Rab9 prom act
1	CCOc1nc(NCCN2CCOCC2)nc(NC(C)C)n1	-4%	4%	-1%	-13%	3%	2%
2	COc1cccc(NC(=S)NC2CC3CCCC(C2)N3C2CCCC2)c1 (configuration not stated)	-1%	-2%	3%	-10%	1%	2%

#	VP16 counter	CXXC DNA block	BRCA1 expr act	NPC1 promoter act	ELG1 genotoxic
1	1%	1%	-7%	-1%	6%
2	9%	-2%	-21%	1%	-1%

The whole of this part, from the first entry:
#	SMILES	p53 reactivation	FLuc counter	MBNL1-CUG inh	RORg inh	uPA generation	Rab9 prom act
1	CCOc1nc(NCCN2CCOCC2)nc(NC(C)C)n1	-4%	4%	-1%	-13%	3%	2%
2	COc1cccc(NC(=S)NC2CC3CCCC(C2)N3C2CCCC2)c1 (configuration not stated)	-1%	-2%	3%	-10%	1%	2%
3	Cc1cc(C)nc(SCc2nnc(SCC(=O)Nc3nc(-c4ccccc4)cs3)n2-c2ccccc2)n1	-2%	-2%	4%	5%	3%	-3%
4	Cc1sc(NC(=O)/C=C/c2ccco2)c(C(=O)OC(C)C)c1C	-4%	0%	-12%	?	-5%	-4%
5	COc1ccccc1Nc1ncnc2sccc12	-1%	-9%	2%	-11%	6%	1%[1.84 µM]
6	CCN(Cc1ccccc1)S(=O)(=O)c1cc(C(=O)OC)n(C)c1	.	0%	-21%	-15%	-2%	7%
7	CCN(CC)CCc1nc(-c2ccccc2)no1	1%	-6%	.	0%[16.9 µM]	-7%	0%
8	Cc1ccc2c(c1)-c1c(ssc1=S)C(C)(C)N2C(=O)CN1C(=O)c2ccccc2C1=O	-5%	-1%	1%	-3%	8%	1%
9	CC(=O)CC1(C)OC(N)=C(C#N)C1(C#N)C#N (configuration not stated)	12%	-1%	-3%	4%	-10%	-5%
10	COc1ccc(NC(=O)c2cccs2)cc1	?	15µM*	-15%	-16%	-15%	?
11	COc1cc(OC)c2c(-c3ccccc3)cc(=O)oc2c1C(CC(=O)N1CCCC1)c1ccc2c(c1)OCO2 (configuration not stated)	-1%	-8%	8%	36%&15%	0%	-14%
12	Cc1ccc(O)c(NC(=O)CN(C)S(=O)(=O)c2ccc(Cl)cc2)c1	0%	2%	-5%	16%	?	1%

#	VP16 counter	CXXC DNA block	BRCA1 expr act	NPC1 promoter act	ELG1 genotoxic
1	1%	1%	-7%	-1%	6%
2	9%	-2%	-21%	1%	-1%
3	-6%	35%[activator]	-16%	-1%	-9%
4	16µM*	4%	-67%	-2%	3%
5	-4%	-9%	-3%	1%	0%
6	5%	.	-6%	-5%	-2%
7	8%[17 µM]	9%[51.4 µM]	7%	0%	9%
8	-5%	5%	-29%	2%	-2%
9	-1%	6%	22%	-4%	-3%
10	-10%	-2%	?	?	?
11	-13%&-5%	6%	-20%	-8%	-3%
12	5%	5%	0%	-4%	2%

Additional compounds:
#	SMILES	p53 reactivation	FLuc counter	MBNL1-CUG inh	RORg inh	uPA generation	Rab9 prom act
13	O=C(COc1ccccc1)NC1CCCc2ccccc21 (configuration not stated)	-1%	4%	.	16%	0%	0%
14	O=[N+]([O-])c1cccc(NC(=S)Nc2nc(-c3ccc(Cl)cc3Cl)cs2)c1	2%	-1%	3%	2µM*	.	-12%
15	Cc1cnc(C(=O)OCC(=O)Nc2ccccc2-c2ccccc2)cn1	-2%	1%	.	.	-6%	4%
16	Cc1cc(NC(=O)CSc2nnc(C3COc4ccccc4O3)o2)no1 (configuration not stated)	21%	0%	0%	-16%	-6%	-3%
17	CN(C)S(=O)(=O)n1cc(/C=C(\NC(=O)c2ccccc2F)C(=O)NCCCn2ccnc2)c2ccccc21	5%	-11%&-2%	?	-17%	-10%	-8%
18	O=C1CCCCCN1CP(=O)(O)CCc1ccccc1	3%	8%	-10%	1%	11%	1%
19	COc1cc(C(=O)NCc2cc3cc(Cl)ccc3n2C)cc(OC)c1OC	13%	3%	0%	?	9%	-4%
20	O=c1c2ccccc2n2c(-c3cccc(Cl)c3)nnc2n1Cc1ccccc1	-13%	4%	-21%	26%	-5%	-8%
21	O=C(CCCOc1ccc(Cl)cc1Cl)Nc1ccccc1C(=O)O	?	8.5µM*	-3%	8%	-12%	3.5µM*
22	COc1ccc(NC(=O)CC2C(=O)N(c3cccc(OC)c3)C(=O)N2C(C)C)cc1 (configuration not stated)	0%	2%	-3%	8%	0%	0%
23	NS(=O)(=O)c1ccc(NC(=O)CSc2ncccn2)cc1	-3%	0%	-6%	2%	-2%	-1%
24	CCOc1ccccc1NC(=O)CCCNC(=O)Cn1cnc2sc(C)c(C)c2c1=O	-3%	-2%	-2%	8%	8%	-2%

#	VP16 counter	CXXC DNA block	BRCA1 expr act	NPC1 promoter act	ELG1 genotoxic
13	-1%	5%	-8%	1%	-4%
14	3.2µM*	19%	.	-17%	-10%
15	.	.	-5%	0%	2%
16	-2%	0%	-3%	-2%	2%
17	0%	25%	-22%&-9%	4%	-3%
18	2%	11%	0%	9%	-2%
19	-2%	25%	-56%	2%	2%
20	?	3%	12%	6%	0%
21	-12%	-10%	6.3µM*	2.5µM*	17%
22	-7%	-6%	18%	-3%	-7%
23	-4%	-8%	15%	-2%	0%
24	4%	-7%	-20%	-2%	-4%

Next part
#	SMILES	p53 reactivation	FLuc counter	MBNL1-CUG inh	RORg inh	uPA generation	Rab9 prom act
25	O=C(NCCCn1ccnc1)c1cc(Br)c(Br)s1	6%	1%	1%	16%	5%	-2%
26	COC(=O)C1=C(C)N(C)C(=O)NC1c1cccc2ccccc12 (configuration not stated)	-3%	-1%	5%	-25%	1%	2%
27	O=S(=O)(NCC1COc2ccccc2O1)c1ccc2ccccc2c1 (configuration not stated)	-9%	1%	.	-15%	-3%	-2%
28	O=C1Cn2c(nc3ccccc32)N1c1cccc(C(F)(F)F)c1	3%	?	-5%	0%	.	1%
29	Cc1cc(C)c(NC(=O)Cn2c(=O)n(-c3ccc(CC(=O)NCC4CCCO4)cc3)c(=O)c3ccccc32)c(C)c1 (configuration not stated)	-1%	-3%&-3%	.	-3%	-3%	0%
30	CCn1cnc2c1c(=O)n(CC(=O)NCc1ccccc1)c(=O)n2Cc1ccccc1	-1%	-3%	-3%	0%	5%	-2%
31	CCN(CC)C(=O)C1CCN(Cc2ccc(OCc3ccccc3)c(OC)c2)CC1	.	-11%	-8%	0%	-15%	-3%
32	CCC12OC(=N)C(C#N)(C1C)C(C#N)(C#N)C(c1ccccc1)O2 (configuration not stated)	-2%	3%	.	-11%[10 µM]	0%	-5%
33	COCCN1Cc2cccc(C(=O)NCC3CCN(CC(C)C)C3)c2C1=O (configuration not stated)	2%	-1%	-3%	18%	3%	5%
34	COc1cc(C(=O)NCc2nnc(SCC(=O)Nc3c(C)cc(C)cc3C)o2)cc(OC)c1OC	-5%	3%	-1%	1%	4%	1%

#	VP16 counter	CXXC DNA block	BRCA1 expr act	NPC1 promoter act	ELG1 genotoxic
25	2%	1%	-4%	-4%	-6%
26	-6%	3%	-3%	0%	0%
27	-11%	-3%	-23%	0%	2%
28	2%	17%	-33%	9%	2%
29	2%	-8%	-2%&10%	0%	-4%
30	8%	17%	-2%	-3%	5%
31	2%	1%	12%	23%	-5%
32	4%	20µM*	-4%	-3%	2%
33	-4%	-1%	-3%	-4%	3%
34	4%	-10%	-19%	-4%	-2%

Look-ups from the entries so far.
Value for compound 28 under RORg inh: 0%
Value for compound 30 under VP16 counter: 8%

Some of the compounds tested; rates above refer to the full screens.
